FadD28 binding = inhibitors of FadD28 bisubstrate probe binding, primary screen, biochemical, fluorescence polarization, single point | 360,000 tested, 0.22% active | inhibition, % at 12.5 µM | Mycobacterium tuberculosis FadD28 fatty-acid-AMP ligase; in the data active means inhibition above about 8.5%, passing the limit was not always enough; inconclusive means no clear call, values can overlap the other calls
GDH-TPI counter = GDH-TPI coupling enzyme inhibitors, primary screen, artefact control for M. tuberculosis FBA inhibitor project, biochemical, absorbance, full deck. GDH-TPI coupled enzyme counterscreen, NADH absorbance. inhibition, % at 4.8 µM. 360,000 tested, 1.2% active. AID 588335, 2011; in the data active means inhibition above about 30%;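 further: 0% = DMSO wells and 100% = wells lacking the enzyme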
FBA Mtb inh = Mtb FBA enzyme inhibitors, primary screen, biochemical, fluorescence, strain H37Rv; Fructose-bisphosphate aldolase (Mycobacterium tuberculosis (strain ATCC 25618 / H37Rv)), …; purified M. tuberculosis FBA, fluorescence read-out; inhibition, % at 1 µM; 360,000 tested, 2.3% active; in the data active means inhibition above about 27%;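 further: 0% = vehicle and 100% = reference inhibitor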
Target sequence (P9WQA3 whole entry, looked up): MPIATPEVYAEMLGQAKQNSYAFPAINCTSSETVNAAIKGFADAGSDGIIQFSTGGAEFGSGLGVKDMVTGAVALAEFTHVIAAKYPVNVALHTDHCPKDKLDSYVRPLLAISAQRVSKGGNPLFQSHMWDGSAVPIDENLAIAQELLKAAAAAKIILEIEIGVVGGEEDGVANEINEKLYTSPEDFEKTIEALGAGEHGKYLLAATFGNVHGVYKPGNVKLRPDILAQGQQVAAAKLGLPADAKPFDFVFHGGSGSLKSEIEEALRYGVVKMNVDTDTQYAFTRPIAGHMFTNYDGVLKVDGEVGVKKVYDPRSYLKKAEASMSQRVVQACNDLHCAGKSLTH
Mtb UGM inh = M. tuberculosis UGM enzyme inhibitors, primary screen, biochemical, fluorescence polarization, single point; UDP-galactopyranose mutase (Mycobacterium tuberculosis (strain ATCC 25618 / H37Rv)), …; purified UGM, fluorescence polarization probe displacement; inhibition, % at 10 µM; 320,000 tested, 0.06% active; in the data active means inhibition above about 10%, passing the limit was not always enough; inconclusive means no clear call, values can overlap the other calls
Target sequence (P9WIQ1 whole entry, looked up): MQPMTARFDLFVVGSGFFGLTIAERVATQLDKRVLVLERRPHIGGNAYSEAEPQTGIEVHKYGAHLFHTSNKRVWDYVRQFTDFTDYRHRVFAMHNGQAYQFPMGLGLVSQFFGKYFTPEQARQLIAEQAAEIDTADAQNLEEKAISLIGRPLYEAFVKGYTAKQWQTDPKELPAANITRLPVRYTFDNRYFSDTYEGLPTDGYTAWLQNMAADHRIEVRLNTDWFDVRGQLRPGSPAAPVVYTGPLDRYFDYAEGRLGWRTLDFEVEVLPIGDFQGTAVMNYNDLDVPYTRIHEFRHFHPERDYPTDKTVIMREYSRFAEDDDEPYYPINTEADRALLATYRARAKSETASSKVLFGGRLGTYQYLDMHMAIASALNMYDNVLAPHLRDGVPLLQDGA
PrPC TRFRET = inhibitors of human cell surface prion protein PrPC, primary screen, cell-based, TR-FRET; Major prion protein (Homo sapiens), P04156; TR-FRET read-out; inhibition, % at 13.8 µM; 370,000 tested, 0.43% active; in the data active means inhibition above about 24%; further: 0% = median of the test wells and 100% = reference compound wells
Rv3671c protease = Rv3671c serine protease inhibitors, primary screen, biochemical, fluorescence polarization, M. tuberculosis H37Rv; P9WHR9; inhibition, % at 5.96 µM; 320,000 tested, 0.048% active; AID 2606, 2010; in the data active means inhibition above about 38%;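 further: extracellular domain of Rv3671c used as enzyme; 0% = enzyme with DMSO and 100% = no enzyme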
BoNT-F LC inh = BoNT/F light chain protease inhibitors, primary screen, biochemical, flow cytometry, MLPCN library; Botulinum neurotoxin type F light chain protease (Clostridium botulinum); AID 588497, 2011; inhibition, % at 10 µM; Multiplex microsphere protease cleavage assay; 360,000 tested, 0.22% active; in the data active means inhibition above about 35%, passing the limit was not always enough; inconclusive means no clear call, values can overlap the other calls; further: plate controls were buffer without enzyme for full effect and enzyme alone for no effect
BioA inh = M. tuberculosis BioA enzyme inhibitors, primary screen, biochemical, plate reader, single point, HTS; 7,8-diaminopelargonic acid synthase BioA (Mycobacterium tuberculosis); AID 602481, 2012; inhibition, % at 9.99 µM; 360,000 tested, 0.096% active; purified M. tuberculosis BioA enzyme; in the data active means inhibition above about 40%; inconclusive means no clear call, values can overlap the other calls
MazEF act = activators of E. coli MazEF toxin-antitoxin RNase, primary screen, biochemical, fluorescence, uHTS | Endoribonuclease toxin MazF (Escherichia coli (strain K12)), P0AE70 | 350,000 tested, 0.32% active | FAM/BHQ RNA-DNA oligo cleavage fluorescence, 5 h | activation, % at 20 µM; in the data active means activation above about 50%
Target sequence (P0AE70 whole entry, looked up): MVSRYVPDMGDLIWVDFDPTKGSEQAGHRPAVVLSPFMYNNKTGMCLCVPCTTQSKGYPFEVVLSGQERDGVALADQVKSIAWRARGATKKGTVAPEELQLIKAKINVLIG
An asterisk follows results filed as active; ? = inconclusive; . = no result given; + = active, no number. Outcome played no part in choosing rows. About 4.8% of those tested had a hit in this group.

SMILES	FadD28 binding	GDH-TPI counter	FBA Mtb inh	Mtb UGM inh	PrPC TRFRET	Rv3671c protease	BoNT-F LC inh	BioA inh	MazEF act
COc1cccc(-c2ccc(NC(=O)C3CCCN(CCCn4nc(C)cc4C)C3)cc2)c1 (stereo not given)	-2.6	8	3	-1.3	-18	2	2	-0.4	0
O=C(CCNS(=O)(=O)c1ccc(Br)cc1)NC1CCC(O)CC1 (stereo not given)	-0.2	-4	3	-1.8	5	-1	8	-1.4	0
COc1ccccc1/C=C/C=N/n1c(-c2ccncc2)n[nH]c1=S	1.7	32*	-3	0.5	-5	3	4	.	0
CCN(CC)CCOC(=O)c1ccc(NC(=O)CCCN2C(=O)/C(=C\c3cccs3)SC2=S)cc1	-2.7	12	-4	-0.3	-11	-21	0	-3.6	-40
COCCN(C(=O)CSc1nnc(-c2ccccc2F)n1C)c1c(N)n(Cc2ccccc2)c(=O)[nH]c1=O	-3.2	-3	-1	-0.6	-5	3	0	.	5
COc1ccc(N(CC(=O)NCCSc2ccccc2)S(=O)(=O)c2ccccc2)cc1	-1.5	3	-1	1.7	3	4	2	-0.9	-1
O=C(NCC(c1ccco1)N1CCc2ccccc2C1)c1ccc(F)cc1 (stereo not given)	-2.1	-1	-2	-2.0	4	1	5	.	1
CC(C)c1ccc(NC(=O)CSc2nc(=O)n(CCN3CCOCC3)c3c2CCC3)cc1	0.5	5	-2	-0.8	0	0	-5	.	7
O=C(C1Cc2ccccc2CN1S(=O)(=O)c1ccccc1[N+](=O)[O-])N1CCOCC1 (stereo not given)	-0.9	3	-1	2.7	-4	-6	2	-3.7	3
O=C(NCCO)c1cccc2c1C(=O)c1ccccc1-2	-2.1	-4	-1	0.2	-43	5	-6	.	-25
Cc1cccc(-c2nnc(NC(=O)c3cccs3)s2)c1	-1.0	10	-1	-0.9	-6	-3	-5	2.1	-1
COc1ccc(C(=O)Nc2ccccc2C(=O)Nc2ccncc2)cc1	-7.6	0	-1	0.7	-7	-15	-5	-0.3	4
COc1ccc(C2C(C(C)=O)=C(C)N=c3s/c(=C\c4ccco4)c(=O)n32)c(OC)c1 (stereo not given)	-3.0	15	-12	0.1	-19	-18	8	-0.6	-20
COc1cc(/C=C2/C(=N)N3C(SC)=NSC3=NC2=O)ccc1OC(=O)c1ccco1	-7.3	-2	0	1.0	-7	-4	-3	-2.1	37
Clc1ccc(-c2nc3ccccn3c2CN2CCCCC2)cc1	-4.3	10	9	2.9	-3	4	0	-0.2	0

The list goes on (2 carried over from the part before).
SMILES	FadD28 binding	GDH-TPI counter	FBA Mtb inh	Mtb UGM inh	PrPC TRFRET	Rv3671c protease	BoNT-F LC inh	BioA inh	MazEF act
COc1cc(/C=C2/C(=N)N3C(SC)=NSC3=NC2=O)ccc1OC(=O)c1ccco1	-7.3	-2	0	1.0	-7	-4	-3	-2.1	37
Clc1ccc(-c2nc3ccccn3c2CN2CCCCC2)cc1	-4.3	10	9	2.9	-3	4	0	-0.2	0
O=C(CN(Cc1ccccc1F)S(=O)(=O)c1ccc(Cl)cc1)NCC1CCCO1 (stereo not given)	0.1	3	-4	-3.5	2	-3	-1	-2.9	7
O=C1CSC(c2ccccc2)N1Cc1ccccn1 (stereo not given)	.	2	2	0.6	9	.	?	-0.6	8
CCc1nc2sc(C)c(C)c2c(=O)n1CCO	-4.1	6	-4	0.1	-8	-2	0	0.8	3
CSCCC(NS(=O)(=O)c1ccccc1F)C(=O)N1CCCCCC1 (stereo not given)	-2.1	2	-1	2.6	7	4	-4	-1.6	-7
Cc1cc(C)c2c(=N)c3ccccc3n(CCCCCCCCn3c4ccccc4c(=N)c4c(C)cc(C)nc43)c2n1	-2.6	11	24	.	14	.	-33	.	-28
O=C(CNS(=O)(=O)/C=C/c1ccccc1)OC1CCOC1=O (stereo not given)	0.9	1	-1	0.5	5	2	0	1.1	-4
O=C(NCC1CCCCC1)C1CCC(=O)N(CCc2cccc(F)c2)C1 (stereo not given)	-5.2	-13	-1	-1.2	0	1	2	0.9	4
CNC(=O)c1ccccc1NC(=O)c1ccc(C)c(S(=O)(=O)N2CCCCC2)c1	-7.9	10	0	0.1	-5	-5	-6	-1.6	0
COc1cc(OC)c(NC(=O)c2cc3ccccc3cc2O)cc1Cl	2.1	19	7	.	-12	.	-2	-2.1	13
COc1ccccc1CCc1nnc(CCC(=O)NC(C)Cc2ccsc2)o1 (stereo not given)	-1.3	6	5	1.4	-3	8	-3	.	-2
COCCn1c(=O)[nH]c2cc(C(=O)NCCN3CCN(c4ccccc4)CC3)ccc2c1=O	-1.0	11	6	0.4	-3	-6	-6	1.0	-6
COC(=O)C1=C(C)NC(=O)CC1c1cc2c(cc1Br)OCO2 (stereo not given)	-0.4	-13	3	-2.4	-3	6	9	0.3	7
COc1ccc(C2C(CN3CCOCC3)C(=O)N2c2ccccc2)cc1 (stereo not given)	1.2	4	3	-0.4	8	-5	-3	.	6
COCCN(C(=O)COC(=O)Cc1c(C)nc2ccccc2c1C)c1c(N)n(CC(C)C)c(=O)[nH]c1=O	-1.3	6	3	-0.4	0	11	-1	-1.4	-6
COC(=O)Cn1c(=O)oc2ccc(C)cc21	-0.6	3	-1	1.6	0	3	0	.	-5

Compound profiles, from the list above. Screens in order: FadD28 binding | GDH-TPI counter | FBA Mtb inh | Mtb UGM inh | PrPC TRFRET | Rv3671c protease | BoNT-F LC inh | BioA inh | MazEF act
Entry for COC(=O)C1=C(C)NC(=O)CC1c1cc2c(cc1Br)OCO2 (stereo not given) = -0.4 | -13 | 3 | -2.4 | -3 | 6 | 9 | 0.3 | 7
Entry for O=C(CNS(=O)(=O)/C=C/c1ccccc1)OC1CCOC1=O (stereo not given) = 0.9 | 1 | -1 | 0.5 | 5 | 2 | 0 | 1.1 | -4

The results go on:
SMILES	FadD28 binding	GDH-TPI counter	FBA Mtb inh	Mtb UGM inh	PrPC TRFRET	Rv3671c protease	BoNT-F LC inh	BioA inh	MazEF act
CCOc1ccc(Br)cc1S(=O)(=O)Nc1ccc(C(=O)Nc2ccc(C)cc2)cc1	-3.9	11	-4	-1.2	4	-60	-5	.	-8
CCOC(=O)c1c(S(=O)(=O)NCc2ccco2)c(C)n(C)c1C	-1.0	7	-1	-3.7	-1	2	-2	-0.5	6
CC(=O)Nc1ccc(S(=O)(=O)NCC2CCC(C(=O)N3CCN(c4ccccn4)CC3)CC2)cc1 (stereo not given)	-1.8	1	6	-2.2	-3	1	-1	.	1
CN(C)c1ccc(/C=N/N(CCC#N)C2=NS(=O)(=O)c3ccccc32)cc1	-5.0	8	-4	1.1	5	6	6	-2.3	140*
O=C(/C=C/c1ccc(S(=O)(=O)NCc2ccco2)cc1)N1CCN(c2ccccc2)CC1	-1.3	2	-1	0.9	-1	-75	-7	0.2	6
CNC(=S)N/N=C/c1c(C)cccc1Cl	0.0	6	0	-0.2	6	14	?	0.5	3
CCOC(=O)c1ccc(NC(=O)C(=O)NCc2ccco2)cc1	-15	-3	-1	0.4	4	-4	-1	.	-1
Cc1cc(C)n2c(C)nnc2c1	-4.3	-2	7	.	8	.	?	0.5	-10
CCn1nc(C)c(CN2CCN(Cc3ccc(OC)c(C)c3C)C(CCO)C2)c1C (stereo not given)	-1.8	-7	1	0.5	-3	4	-9	0.7	8
CS(=O)(=O)N1CCCC(C(=O)Nc2ccccc2F)C1 (stereo not given)	0.2	-6	0	-1.0	8	-8	1	-1.1	16
CCn1nc(C)c(Br)c1-c1nc(CS(=O)(=O)c2ccc(F)cc2)no1	-0.9	10	2	6.8	0	-2	1	.	6
O=C(Nc1cccc(-c2cn3cccnc3n2)c1)c1ccco1	-2.3	24	+	0.5	.	5	-2	5.8	-10
N#C/C(=C/C=C/c1ccccc1)C(=O)Nc1ccccc1	-0.4	13	-1	-3.7	2	-10	-10	-1.5	-3
O=C(O)CCC(=O)N1N=C(c2ccccc2)CC1c1ccc2nccnc2c1 (stereo not given)	-4.8	7	-6	-0.4	-7	9	-1	0.4	-2
COC(=O)c1cc(C(=O)OC)n(Cc2ccc(Br)cc2)n1	-3.7	-10	0	-1.6	-1	7	-5	.	-5
CSc1ccccc1NC(=O)c1ccc(N2CC3CC(C2)c2cccc(=O)n2C3)c(NC(=O)c2ccncc2)c1 (stereo not given)	-3.5	5	3	-1.0	8	-2	-2	-0.4	1
CC(=O)Oc1[nH]c(=O)c2cccc3c2c1CCC3	-0.9	8	13	.	-23	.	-10	0.1	-14
O=C(O)CCCCOn1ccnc1	-2.4	-6	-4	-0.7	6	7	-1	-1.0	2
CCOc1ccccc1NC(=O)COc1ccc2c(c1)OCO2	-3.6	-11	-5	-1.0	3	0	-20	-1.5	7
COCCn1nnnc1C(c1ccc2ncccc2c1)N1CCc2ccccc21 (stereo not given)	0.7	6	0	-2.4	3	4	-3	5.9	-1
Cc1ccccc1C(=O)N/N=C1/SCC(=O)N1Cc1ccccc1	0.6	-4	-2	-0.8	1	0	0	.	5
CC(C)(C)SCCNC(=O)/C=C/c1cccc([N+](=O)[O-])c1	-0.2	6	2	-1.3	-17	-7	1	.	-4
CCCCOC(=O)CCN1C(=O)/C(=C2\SC(=S)N(CCC(=O)OCCCC)C2=O)SC1=S	-1.5	6	1	-0.5	2	-3	-1	-0.8	8
CCC(C)(C)n1nnnc1C(c1ccc(C)cc1)N1CCC(C)CC1 (stereo not given)	0.8	5	-3	1.1	10	-4	5	-0.5	4
O=C(Nc1ccccc1)N1CCC(C(=O)N2CCN(Cc3ccccc3)CC2)CC1	0.7	3	1	1.1	-5	-6	.	2.9	-1
CCn1cc2nc(SCC(=O)Nc3ccccc3F)n(Cc3ccccc3)c(=O)c2n1	-7.0	-13	2	-1.2	-4	-4	12	11	16
NC(=O)c1ccccc1NC(=O)Nc1cccc2ccccc12	-1.2	2	18	-0.5	2	4	-1	.	6
O=C1[C@H]2CCC=C[C@H]2[C@H](c2cccc(Br)c2)N1Cc1ccccc1	-1.9	5	-1	.	.	.	-11	-0.7	0
CC(C(=O)N1CCCc2ccccc21)N1C(=O)c2ccccc2C1=O (stereo not given)	-1.0	1	-5	0.3	3	-2	8	-0.6	-5
Cc1cc(NC(=O)CSc2nc(=O)n3cc(Cl)ccc3n2)no1	-2.4	9	-2	-2.4	3	-4	-2	.	-5
Cc1ccc([C@H]2C[C@H](n3cc(-c4ccc(F)cc4)nn3)[C@@H](O)CN2C(=O)C2CCCCC2)cc1	-5.4	-4	-2	.	-3	.	-8	-1.2	-3
CC(=O)Nc1cccc(Nc2nc(-c3cccs3)nc3ccccc23)c1	-15	16	3	3.7	-4	-88	25	0.4	-1
C/C(=N\OCC(=O)OCC(=O)NCc1ccccc1)c1ccc2c(c1)OCO2	-2.1	12	0	-1.6	2	-5	0	1.4	-20
COc1ccc(NC2=CC(=O)CC(C)(C)C2)cc1OC	0.6	18	1	-1.9	-4	10	-25	0.1	8
CCc1ccc2cc(F)cc(F)c2n1	-2.0	.	0	.	-6	.	4	2.1	.
CCOc1ccccc1NC(=O)CSc1nc(=O)n(CCCN2CCOCC2)c2c1CCCC2	-2.6	3	-2	-2.2	0	0	0	14	7
CCOC(=O)C1CCN(CC(O)COCc2cccs2)CC1 (stereo not given)	-1.3	-1	1	-1.5	-2	10	-4	-1.4	3
Cc1cc(OC(=O)c2cccc(Cl)c2)c([N+](=O)[O-])c(=O)[nH]1	-2.3	4	-1	-0.7	3	-15	-14	-1.7	5
COc1ccc(C(=O)NC2CC3CCCC(C2)N3Cc2ccccc2)cc1OC (stereo not given)	0.9	10	-1	2.7	-3	-1	.	2.0	2
